Pf Dd2 inh: Plasmodium falciparum Dd2 growth inhibition; Potency, µM (titrated, usually from 28.9 µM), for inactives: top-dose activity, negative = inhibition, hits mostly inhibitors; hit rate 4.3% among 120,000; P. falciparum Dd2 growth, SYBR Green, 72 h; active = well fitted inhibition curve with a large enough effect; inconclusive = small, poorly fitted or top-dose-only effect; inactive = no such curve, though single readings can be large or run the other way;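 also: plate controls were DMSO vehicle for no effect and reference drug for full effect; nearly all actives have a fitted effect of over 65% in size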
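Infected erythrocytes (Dd2, 0.3% parasitemia, 2.5% hematocrit final) are added to compound in RPMI-1640/Albumax II medium, grown 72 h at 37C in low oxygen, then lysed with saponin/Triton-X containing SYBR Green and read by fluorescence.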
* marks the source's active call; other numbers are inactive results; i = inactive; ? = inconclusive; [ ] = dose if it differs, or a comment. Potency is read from the fitted curve at half-maximal effect. This is a subset; count on the stated rates, not on these rows.

SMILES	Pf Dd2 inh
COc1ccc(N2C(=O)CSC23CCN(C(=O)Nc2ccc([N+](=O)[O-])cc2)CC3)cc1	?
COc1cccc(NC(=O)CN2C(=O)COc3ccc(S(=O)(=O)N4CCCCCC4)cc32)c1	6%
CCC1=C(C(=O)OC)C(c2ccc(Cl)cc2)N2C(CC(=O)N3CCOCC3)=CSC2=N1 (stereo not drawn)	?
COC(=O)c1ccc(OCC2c3cc(OC)c(OC)cc3CCN2C(=O)c2ccccc2C)cc1 (stereo not drawn)	11µM*
O=c1c2c(nc3cc[nH]n13)CCN(S(=O)(=O)c1ccc3c(c1)CCC3)C2	2%[5.79 µM]
COc1ccc(CN(C)Cc2ccc(F)cc2)cc1	?
Cc1cccc(CNc2ccc3nnc(C)n3n2)c1	i
Cc1cc(C)cc(NC(=O)CN2C(=O)CN=C(c3ccccc3)c3cc(Cl)ccc32)c1	-18%
O=C(Nc1ccccc1)c1cc2n(n1)CC(c1ccc(Cl)cc1)OC2 (stereo not drawn)	2%
CNC(=O)CCn1ncc2cc(OCc3ccccc3-c3cccc(CO)c3)ccc21	?
COc1ccc(C(=O)N2C[C@@H](Oc3cccnc3)C[C@H]2C(=O)NC2CC2)c(OC)c1	19%
COc1ccc(-c2cc(N3CCC(NC(=O)c4ccccc4Cl)C3)n[nH]2)cc1 (stereo not drawn)	?
Cn1cc(CCC(=O)NCc2ccc(Cl)cc2)c2ccccc21	29%
C[C@H]1[C@@H]2[C@@H](O)C([C@H](C)C(=O)NC3CCCCC3)CC[C@@]2(C)CC[C@@H]1NC(=O)C1CC1 (stereo partly drawn)	-1%[44.1 µM]
CCc1nc(-c2cc(S(=O)(=O)N3CCN(c4ccc(F)cc4)CC3)ccc2OC)no1	27%[5.79 µM]
O=C(CCC1N=C2c3ccccc3N=C(SCc3ccccc3Cl)N2C1=O)N1CCN(c2ccccc2)CC1 (stereo not drawn)	?
COc1ccc(NC(=O)CSc2nc3c(c(=O)[nH]2)CCC3)cc1	6%
Cc1c(-c2ccc(Cl)cc2)c(=O)oc2c(CN3CCN(C)CC3)c(O)ccc12	10µM*
CCOc1ccccc1C(=O)N1[C@@H]2CC[C@H]1CC(NC(=O)c1cnc(C)cn1)C2 (stereo partly drawn)	-14%
Cc1cc(C(=O)N[C@H]2CCOC[C@H]2C2CCOCC2)cc2sc(N)nc12	3%
COC(=O)c1ccc2c(c1)N(CC(=O)Nc1ccc(C)c(C)c1)C(=O)c1ccccc1S2	i
COCCN1C(=O)c2cccn2CC1CNC(=O)Nc1cccc(C)c1 (stereo not drawn)	-12%
CCCNC(=O)N1CC(C(=O)N(C)C)C2(CCOCC2)C1 (stereo not drawn)	?
CN(CCc1ccccn1)C(=O)C1CCCN(c2cnn(Cc3ccccc3)c(=O)c2)C1 (stereo not drawn)	?
COc1cc(Cl)c(C)cc1NC(=O)CCn1cnc2onc(-c3ccc(F)cc3)c2c1=O	?

Other compounds follow:
SMILES	Pf Dd2 inh
Cc1ccc(-c2nc(C(=O)Nc3cccc(C#N)c3)c3n2CCCCC3)cc1	i
COc1ccc(N(CC(=O)Nc2cccc(Cl)c2)S(=O)(=O)c2c(C)[nH]c(=O)[nH]c2=O)cc1	65%[activator]
COCCNC(=O)[C@@H]1C[C@H](Oc2cccnc2)CN1C(=O)COc1ccc(F)cc1	15%
Cc1ccc(C)c(NC(=O)Cn2nnc(C(=O)NCCc3ccccc3)c2N)c1	i
O=S(=O)(c1ccc(-c2cnc(C3CC3)o2)cc1)N1CCN(c2ccccc2F)CC1	21%
COc1ccc(CNC(=O)CCc2nc(-c3ccc(OC)cc3)no2)cc1	7%
O=c1[nH]c(C2CCCN(Cc3ccccc3)C2)nn1-c1ccccc1 (stereo not drawn)	-22%[44.1 µM]
O=C(NCCc1ccccc1)[C@@H]1C[C@@H](c2ccc(F)cc2)N([S+](=O)([O-])c2ccccc2)C1	i
CCOC(=O)c1cccc(NC(=O)N2CC[C@@H](CC(=O)NCc3ccc(F)cc3)[C@@H](CC)C2)c1	?
O=C(c1cnc[nH]1)N1CC(F)(F)C[C@H]1c1nc(C2CC2)no1	3%
O=C(N1CCN(c2cc(-c3ccc(Cl)cc3)[nH]n2)CC1)C1(c2ccccc2)CC1	i
COc1ccc(C[C@H](NC(=O)[C@@H]2C[C@H](NC(=O)Nc3cccc(SC)c3)CN2C(=O)c2cccn2C)C(N)=O)cc1	1%
Cc1c2cnn(CC(=O)N3CCN(c4ccc(F)cc4)CC3)c(=O)c2c(C)n1Cc1ccc(F)cc1	?
CCNC(=O)N1CCCCC1c1nc(CCOc2ccc(F)cc2)no1 (stereo not drawn)	-4%
O=S(=O)(Cc1ccccc1F)N1CCCC(CN2CCOCC2)CC1 (stereo not drawn)	?
CNC(=O)[C@@H]1CN(C(=O)COc2ccc(Cl)cc2)C[C@H]1COC	-9%
O=C(Cc1ccsc1)NCCC1CCN(C(=O)Nc2cccc(F)c2)CC1	i
COCc1cc(C[C@H]2CNCC[C@H]2CC(=O)NCc2ccccc2OC)no1	i
Cc1oc2c(c(C)cc3oc(=O)c(CC(=O)NCCc4ccccc4)c(C)c32)c1C	23%
CNC(=O)[C@@H]1CN(C(=O)c2cccn2C)C[C@H]1COC	13%
Cc1cccc2c1nc1n2[C@@H](CNS(=O)(=O)c2ccccc2)COC1	-20%[44.1 µM]
CCc1c(C)sc2c1CCN(Cc1ccccc1C#N)C2c1ccccc1 (stereo not drawn)	?
Cn1ccnc1C(NC(=O)c1cn(CCN)nn1)C1CC1 (stereo not drawn)	-5%
O=C1CC(c2ccccc2)Cc2[nH]c(=O)c(C(=O)Nc3ccc(OC(F)(F)F)cc3)cc21 (stereo not drawn)	-21%
CCC1Oc2ccc(NC(=O)Cc3cccs3)cc2CN(Cc2ccc(OC)cc2)C1=O (stereo not drawn)	i

The list goes on.
SMILES	Pf Dd2 inh
CNS(=O)(=O)c1cn(CC(=O)N2CCN(c3ccc(C)cc3C)CC2)cc1S(=O)(=O)NC	i
CCCn1cnc2c1CN(S(=O)(=O)c1cccc(C(F)(F)F)c1)[C@H](C(=O)OC)C2	i
Cc1nn(-c2ccc(C(C)(C)C)cc2)c(C)c1[C@@H]1C=C[C@@H](NC(=O)Nc2ccccc2)C1	-13%[44.1 µM]
O=C(NCC1(COc2ccccc2)C[C@@H](O)[C@@H](O)C1)C1CCOCC1 (stereo partly drawn)	22%[44.1 µM]
Cc1ccc(C)c(NC(=O)Cn2ccn3nc(-c4ccccc4)c(CO)c3c2=O)c1	-6%
CC(C)(C)c1cc(C[C@@H]2C[C@H](NS(=O)(=O)c3ccccc3)C2(C)C)no1	?
Cc1cc(C)n(Cc2ccc(C(=O)NCC(=O)N3CCCCCNC(=O)CC3c3ccccc3)o2)n1 (stereo not drawn)	-19%
CCCC1=Nc2cc(C(=O)NCCOC)ccc2Sc2ccccc21	?
O=C(c1cnccn1)N1CC2CC(C1)[C@H]1CCCC(=O)N1C2 (stereo partly drawn)	-7%
CC(C)C(=O)N1CCCCCC1c1nnc(-c2ccccc2)o1 (stereo not drawn)	i
COC1CCC12CCN(C(=O)COc1ccc(F)cc1)CC2 (stereo not drawn)	-17%
COc1ccc(N2CC(NC(=O)c3cc4ccccc4o3)CC2=O)cc1 (stereo not drawn)	i
Cc1cccc(NC(=O)C(=O)NCCc2csc(-c3ccc(F)cc3)n2)c1C	13%
CNC(=O)N1C[C@@H](CN(C)C)[C@H](NS(=O)(=O)c2ccc(F)cc2F)C1	18%
CN1C[C@@H]2CC[C@H](CC1=O)N2Cc1ccc(S(C)(=O)=O)cc1	3%
O=C(CC1COCCN1S(=O)(=O)c1ccccc1)NCc1ccccn1 (stereo not drawn)	-3%
COc1ccc(C(=O)N2CCC(Cc3nc(-c4ccccc4)n[nH]3)CC2)cc1OC	?
O=C1CC(c2ccccc2)N(C(=O)CNC(=O)c2cc(CN3CCOCC3)on2)CCCCCN1 (stereo not drawn)	4%
CCOc1ccccc1CN1CCc2nc(Nc3ccccc3)ncc2C1	?
Cc1ccc(-c2cn(C3CN(C(=O)C(C)CN4CCOCC4)C3)nn2)cc1 (stereo not drawn)	-15%
CCN1C(=O)CCC2(C(=O)NCc3cccc(F)c3)CCCC=C12 (stereo not drawn)	-6%
c1ccc2c(CN3CCn4c(nnc4C4CCCNC4)C3)cccc2c1 (stereo not drawn)	1%
CCOC(=O)c1ccc(N2C(=O)Cc3cc(OCC)c(OCC)cc3C2c2ccccc2)cc1 (stereo not drawn)	40%[activator]
CCS(=O)(=O)N1CCC[C@H](n2c(=O)n(C)c3cccnc32)C1	?
COc1nccc(N2CCC(CC(=O)N3CCN(CCC#N)CC3)CC2)n1	-14%

A draw from above in order of formula weight, lowest first.
SMILES	Pf Dd2 inh
CCS(=O)(=O)N1CCC[C@H](n2c(=O)n(C)c3cccnc32)C1	?
O=C(NCC1(COc2ccccc2)C[C@@H](O)[C@@H](O)C1)C1CCOCC1 (stereo partly drawn)	22%[44.1 µM]
Cc1nn(-c2ccc(C(C)(C)C)cc2)c(C)c1[C@@H]1C=C[C@@H](NC(=O)Nc2ccccc2)C1	-13%[44.1 µM]

Further results:
SMILES	Pf Dd2 inh
O=C(Cn1ccc2ccccc2c1=O)N1CCCOC(Cn2cccn2)C1 (stereo not drawn)	-8%
CCOC(=O)c1ccc(NC(=O)c2cnc3c(-c4ccc(F)cc4)c(C)nn3c2C)cc1	50%[activator]
COc1ccc(-c2noc(-c3ccc(NCc4ccccc4OC)c([N+](=O)[O-])c3)n2)cc1	29%
COCCCn1c(C)cc(C(=O)N2CC(COC)C3(CCNCC3)C2)c1C (stereo not drawn)	34%[activator]
Cc1ccc(-c2cc(C(=O)N3CCN(S(=O)(=O)c4ccc(Br)cc4)CC3)[nH]n2)c(C)c1	?
O=C(NCc1cccs1)c1nc(-c2ccsc2)c2ccccn12	i
CCC(=O)Oc1c(Sc2ccc(Cl)cc2)c(C)nn1-c1ccccc1	-22%
Cc1cccc(N2CCN(S(=O)(=O)c3ccc(F)c(C(=O)Nc4cccc(Cl)c4C)c3)CC2C)c1 (stereo not drawn)	-3%
COc1ccc(-c2noc(-c3nnn(-c4ccc(C(C)C)cc4)c3C)n2)cc1OC	8.9µM*
Cn1cc(-c2ccc([S+](C)(=O)[O-])cc2)c2nc(CNc3ccccc3)cn2c1=O	-14%[44.1 µM]
O=c1[nH]c(SCc2cccc(Cl)c2)nc2c1CCC2	30%
COc1ccc(OC)c(CNC(=O)CCCn2c(=O)c3cccn3c3cccnc32)c1	-5%
COc1ccc(-c2ccnc(N[C@H]3CO[C@H]4[C@@H]3OC[C@H]4OC(=O)Nc3ccc(C(C)(C)C)cc3)n2)cc1	i
CN1CCN(C(C)(CN)c2ccccn2)CC1 (stereo not drawn)	18%[44.1 µM]
COc1ccccc1C(CC(=O)NCCc1ccccc1)c1c[nH]c2ccccc12 (stereo not drawn)	?
Cc1ccc(Nc2nnc(-c3cc4c(ccc5ccccc54)oc3=O)s2)cc1	-1%
Cc1nnc([C@@H]2CC(F)(F)CN2S(=O)(=O)c2ccc(F)cc2)o1	23%
Cc1cc(C)cc(-n2c(SCC(=O)N3CCOCC3)nc3c([nH]c4ccccc43)c2=O)c1	5%
Cc1nn(C(C)C(=O)NCc2ccco2)c(=O)c2nn(-c3ccccc3)c(C)c12 (stereo not drawn)	24%
CNC(=O)c1c(NC(=O)Cc2coc3ccc(OC)cc23)sc2c1CCCC2	-19%
NC(=O)CO[C@@H]1CO[C@H]2[C@@H]1OC[C@@H]2NS(=O)(=O)c1cccs1	-14%[44.1 µM]
Cc1cnc(C(=O)N[C@@H]2CCC[C@@H]2C(=O)NCc2ccc(C)c(C)c2)cn1	-18%
COc1cccc(NC(=O)Cn2c(=O)n(-c3ccc(Cl)cc3)c(=O)c3oc4ccccc4c32)c1	?
c1ccc([C@@H]2CNC[C@H]2COc2ccncc2)nc1	40%
CCc1nc(-c2c3n(c(=O)n(Cc4ccc(F)cc4F)c2=O)CCCC3)no1	28%
CCN(CC)S(=O)(=O)c1ccc(NC(=O)c2c(C)oc3ncnc(N4CCCCC4)c23)cc1	32%
O=C1NC2(CCN(Cc3cccc4ccccc34)CC2)COc2ccccc21	?
COc1ccc(-c2[nH]ncc2CN)cc1	-3%
C=CCN1CC2(CCC1=O)CCN(C(=O)[C@@H](O)Cc1ccccc1)CC2	-3%
CN1CC(=O)N(C2CCNCC2)Cc2c(NCC3CCCCC3)ncnc21	-3%

Compounds shown so far with an NH in an aromatic ring (14):
SMILES	Pf Dd2 inh
O=c1c2c(nc3cc[nH]n13)CCN(S(=O)(=O)c1ccc3c(c1)CCC3)C2	2%[5.79 µM]
COc1ccc(-c2cc(N3CCC(NC(=O)c4ccccc4Cl)C3)n[nH]2)cc1 (stereo not drawn)	?
COc1ccc(NC(=O)CSc2nc3c(c(=O)[nH]2)CCC3)cc1	6%
COc1ccc(N(CC(=O)Nc2cccc(Cl)c2)S(=O)(=O)c2c(C)[nH]c(=O)[nH]c2=O)cc1	65%[activator]
O=c1[nH]c(C2CCCN(Cc3ccccc3)C2)nn1-c1ccccc1 (stereo not drawn)	-22%[44.1 µM]
O=C(c1cnc[nH]1)N1CC(F)(F)C[C@H]1c1nc(C2CC2)no1	3%
O=C(N1CCN(c2cc(-c3ccc(Cl)cc3)[nH]n2)CC1)C1(c2ccccc2)CC1	i
O=C1CC(c2ccccc2)Cc2[nH]c(=O)c(C(=O)Nc3ccc(OC(F)(F)F)cc3)cc21 (stereo not drawn)	-21%
COc1ccc(C(=O)N2CCC(Cc3nc(-c4ccccc4)n[nH]3)CC2)cc1OC	?
Cc1ccc(-c2cc(C(=O)N3CCN(S(=O)(=O)c4ccc(Br)cc4)CC3)[nH]n2)c(C)c1	?
O=c1[nH]c(SCc2cccc(Cl)c2)nc2c1CCC2	30%
COc1ccccc1C(CC(=O)NCCc1ccccc1)c1c[nH]c2ccccc12 (stereo not drawn)	?
Cc1cc(C)cc(-n2c(SCC(=O)N3CCOCC3)nc3c([nH]c4ccccc43)c2=O)c1	5%
COc1ccc(-c2[nH]ncc2CN)cc1	-3%
